Screening results as filed in PubChem.
Cneo AK release: causes C. neoformans cell lysis | adenylate kinase release luminescence, 4 h; normalised: neutral wells 0, clomiphene wells 100 | lysis activity, % at 15 µM | 360,000 compounds, 0.2% hits | AID 651654;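 active means mean lysis activity across replicates of at least 80%, whatever share of replicates individually reach that level; inactive means mean lysis activity below 80%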
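read-out = cell lysis signal | test system = log-phase Cryptococcus neoformans yeast cells | input = cells at 5 × 10^6 per mL | medium = fresh YPD growth medium | signal = luminescent adenylate kinase detection reagent | timing = 4 h at 37 °C static, read 1 h later | dosing = single dose | controls = Clomiphene as positive lysis control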
miR122 inh: blocks miR-122 activity in Huh7 sensor cells; Huh7 miR-122 Renilla luciferase sensor, 48 h; neutral wells = 0, positive control = 100; activation (reporter increase), % at 12.5 µM; 340,000 compounds, 0.3% hits;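 active means mean replicate activation score at least 90 and every replicate individually at or above 90; inconclusive means only one of the two criteria met; inactive means neither criterion met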;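 further: higher luciferase means less miR-122 activity so hits act as miR-122 inhibitors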
INS-1E GSIS act: GLuc luminescence reporter in INS-1E cells, primary screen for activators of glucose-dependent secretion of insulin. 370,000 compounds, 0.61% hits. INS-1E GLuc reporter insulin secretion, 2-3 h. activation, % at 16.6 µM. AID 743287;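 active means lowest replicate activation of at least 40%, so every replicate reaches that level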;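 further: 0% = median of neutral control wells and 100% = median of IBMX positive control wells; some compounds called inactive have numbers as strong as hits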
FN deposit inh: fibronectin deposition inhibition. AH1F fibroblasts, Alexa488-fibronectin deposition fluorescence, overnight. inhibition, % at 12.6 µM. 350,000 compounds, 0.086% hits. AID 743247;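 active means mean inhibition across replicates of 30% or more, regardless of how many single replicates reach that level; inconclusive means mean under 30% yet at least half of replicates reach 30%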;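 further: positive control wells lacked labelled fibronectin entirely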
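Material: AH1F fibroblast monolayer depositing Alexa488-labelled fibronectin into matrix | Input: 10000 AH1F cells/well | Medium: DMEM plus 2% serum, read in PBS | Reagent: Alexa488-fibronectin, 24 nM final in well | Compound dosing: One dose per compound, pinned | Schedule: 1 h adhesion, overnight exposure | Measured by: Fluorescence at 485 nm excitation, 525 nm emission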
CFTR F508del cor: correctors of CFTR F508del function in bronchial epithelial cells; CFBE cells, YFP halide quenching; stimulated with forskolin plus potentiator P3; % fluorescence drop versus neutral controls; activity (quench increase), % at 7.58 µM; 350,000 compounds, 0.36% hits; AID 720511;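 active means mean added fluorescence quench of at least 8% versus neutral control, with both replicates also reaching 8%; inconclusive means only one of the mean or replicate conditions met; inactive means mean below 8% and not both replicates reaching 8%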;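 further: cells transiently co-express mutant CFTR-F508del with the halide-sensitive YFP; corrector assay measuring rescue of mutant channel to the surface after 24 h compound exposure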
PglD inh: inhibitors of Campylobacter jejuni PglD acetyltransferase | purified PglD enzyme, DTNB colorimetric CoA detection | inhibition, % at 12.5 µM | 360,000 compounds, 0.098% hits | AID 602405; in the data active means inhibition above about 16%, passing the limit was not always enough; inconclusive means no clear call, values can overlap the other calls; further: strong numbers were not always called active
PGC1a acetyl inh: PGC1a acetylation modulation, inhibitor mode; U2OS PGC1a acetylation, AlphaScreen anti-acetyl-lysine; with virally co-expressed GCN5 acetyltransferase; inhibition, % at 15.6 µM; 350,000 compounds, 0.17% hits;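 active means every replicate shows inhibition of at least 40%; inconclusive means mean inhibition at least 40% but some replicate below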;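 further: 0% = neutral control wells and 100% = positive control wells; some results beyond the cut were filed as inactive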
Statin myotox sup: protects C2C12 myotubes from simvastatin toxicity; ATP luminescence, 48 h; scaled: DMSO 0, geranylgeraniol control 100; rescue of ATP level, % at 7.49 µM; 330,000 compounds, 0.78% hits; AID 602340;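 active means mean ATP rescue above about 67%, or every replicate alone reaching that limit, limit read from the data, passing the limit was not always enough; inconclusive means no clear call, values can overlap the other calls; inactive means mean under the limit and some replicate under it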;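 further: myotubes were challenged with 10 µM simvastatin during compound exposure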
Starred values were filed as active, the others as inactive; ? = inconclusive; . = not tested or not shown; [ ] = another dose, or the depositor's remark.

compound	Cneo AK release	miR122 inh	INS-1E GSIS act	FN deposit inh	CFTR F508del cor	PglD inh	PGC1a acetyl inh	Statin myotox sup
Oc1cccc(/C=N/N2CCN(C3c4ccccc4-c4ccccc43)CC2)c1	-2	.	2	6	-1.9	4	-2	.
COc1ccc(C(CC(=O)O)NC(=O)c2ccco2)cc1OC (stereo unspecified)	1	-3	.	.	.	-6	2	-6
OCC1CCN(Cc2cn(Cc3ccccc3)nc2-c2cc3ccccc3o2)CC1	-3	.	.	5	-2.2	8	-12	.
O=C(NCC[C@@H]1CC[C@@H](NC(=O)C2CCOCC2)[C@H](CO)O1)c1cc(Cl)cc(Cl)c1	-15	.	3	-2	-1.1	2	8	-9
COc1ccc(CCNC(=O)C(=O)NCC2CCCN2S(=O)(=O)c2ccccc2)cc1 (stereo unspecified)	-4	.	-10	5	1.6	-1	.	.
CCN(CC(=O)NCc1cccs1)C(=O)c1cccc(S(=O)(=O)N(CC)c2ccccc2)c1	0	3	-14	0	-1.3	1	-2	1
CCCNC(=O)N1[C@@H](CO)[C@@H]2c3ccccc3N(C)C[C@@H]21	-2	-26[16.7 µM]	10	.	-2.0	-3	8	26
COc1ccccc1CN1CCC(n2nccc2NC(=O)CCCc2ccccc2)CC1	1	-4	-8	.	2.3	-1	6	1
CCOC(=O)c1c(C)n(C)c2cc(-c3cccc(C(F)(F)F)c3)c(O)cc12	.	-1	-1	-2	0.4	.	2	3
N#CC1=C(N)NC(=S)C(C(N)=O)C1c1ccc([N+](=O)[O-])cc1 (stereo unspecified)	1	-7	-9	10	-6.6	0	2	10
N#Cc1cccc(-c2ccc(C3[C@@H]4CN(Cc5cocn5)C[C@H]3N4)cc2)c1 (stereo partly specified)	.	.	1	8	0.3	.	0	.
CCOC(=O)C1=C(COC(=O)/C=C/c2ccc(SC)cc2)NC(=O)NC1C (stereo unspecified)	.	-8	-6	9	0.2	0	-16	11
O=[N+]([O-])c1cccnc1N1CCCCC1	0	-3	.	.	.	-4	10	2
O=C(CN(Cc1ccc(F)cc1)S(=O)(=O)c1ccc(S(=O)(=O)N2CCOCC2)cc1)Nc1ccccc1	8	2	17	-1	-1.3	6	8	.
CC(C)CC#Cc1ccc2c(c1)O[C@H](CN(C)C(=O)C1CCC1)[C@H](C)CN([C@@H](C)CO)S2(=O)=O	4	-20[16.7 µM]	-16	.	1.3	3	-7	-8
O=C(N[C@H]1CC[C@@H](CCNC(=O)C2CCCCC2)O[C@@H]1CO)c1ccccn1	0	.	-2	.	0.0	0	-8	-3
Cc1ccc(NC(=O)COC(=O)CN2C(=O)COc3ccccc32)cc1	-1	-16	.	7	.	0	2	17
CCOC(=O)c1c(C)[nH]c(C)c1C(=O)CSc1nc(N)cc(N)n1	15	-11	.	5	.	-8	-1	4
N#C[C@@H]1[C@H](c2ccccc2/C=C/c2ccccc2)[C@H](CO)N1S(=O)(=O)c1cccc(F)c1	.	.	-7	-4	2.1	.	-2	.
CCC(=O)N1[C@@H](CO)[C@H](c2ccc(C3=CCCC3)cc2)[C@@H]1CNC(=O)CN(C)C	1	14[16.7 µM]	9	0	-0.5	1	-2	-18
CCOC(=O)C1=CN(Cc2ccc(Br)cc2)S(=O)(=O)N(C)C1C (stereo unspecified)	1	3	-5	4	2.3	-2	-3	5
CCOc1ccc(CCNC(=O)C2CC(=O)N(CCc3ccccc3)C2)cc1OCC (stereo unspecified)	0	4	-3	-13	-0.1	3	6	10
COCC(C)n1c(C)cc(C(=O)COc2ccc(N(C)S(=O)(=O)c3ccc(NC(C)=O)cc3)cc2)c1C (stereo unspecified)	-1	.	-52	.	-1.5	0	.	3
CCOc1ccc(C(=O)NCC(=O)NCC2CCCCC2)cc1OCC	-3	.	-5	1	-0.1	4	.	4
CNC[C@H]1Oc2cc(C#Cc3cccnc3)ccc2S(=O)(=O)N([C@@H](C)CO)C[C@@H]1C	-1	6[16.7 µM]	-13	1	0.6	0	-8	-9
CCc1ccc(-c2nc(CCl)cs2)cc1	.	4	-13	0	.	.	.	5
COc1ccc(-c2cc3nc(NCCCN(C)C)n(C)c(=O)c3s2)c(C)c1	-1	-6	32	-1	1.6	0	.	-3
CC(C)NC(=O)N(C)C[C@@H]1Oc2c(NC(=O)C3CCCCC3)cccc2C(=O)N([C@@H](C)CO)C[C@@H]1C	84*	10[16.7 µM]	7	.	-1.3	-1	.	-21
COc1ccc(-c2noc(-c3ccccc3C(=O)Nc3cccc(OC)c3)n2)cc1	0	15	-32	.	.	12	-23	28
O=C(CN1C(=O)c2ccccc2S1(=O)=O)c1ccc(Cl)cc1Cl	-9	3	7	0	-0.7	6	.	1

The closing 2 compounds of the part before are carried over, then new ones follow:
compound	Cneo AK release	miR122 inh	INS-1E GSIS act	FN deposit inh	CFTR F508del cor	PglD inh	PGC1a acetyl inh	Statin myotox sup
COc1ccc(-c2noc(-c3ccccc3C(=O)Nc3cccc(OC)c3)n2)cc1	0	15	-32	.	.	12	-23	28
O=C(CN1C(=O)c2ccccc2S1(=O)=O)c1ccc(Cl)cc1Cl	-9	3	7	0	-0.7	6	.	1
Cc1cccc(C)c1N1C(=O)[C@@H]2C(c3ccccc3Cl)=NO[C@@H]2C1=O	.	.	.	3	3.4	.	-2	5
CC(C)Cn1c(N)c(C(=O)COC(=O)CN2C(=O)C3CC=CCC3C2=O)c(=O)n(C)c1=O (stereo unspecified)	-1	0	-2	-2	2.8	2	.	-13
COc1ccc(CCNC(=O)CSc2ccsc2[N+](=O)[O-])c(OC)c1	0	7	-8	0	0.2	-5	2	.
CCOc1cc2c(cc1OCC)C(c1ccc(C(=O)O)cc1)NCC2 (stereo unspecified)	3	12	14	0	0.9	2	10	8
O=C(c1ccc2c(c1)OCCO2)N1CCN(S(=O)(=O)c2c(F)cccc2F)CC1	1	0	0	10	-1.3	1	4	-1
COc1ccc(/C=C(\C#N)C(=O)NCC2CCCO2)cc1OC (stereo unspecified)	3	3	.	-6	.	4	7	-2
COc1ccc(S(=O)(=O)N2CCCC(C(=O)N3CCCC3)C2)cc1OC (stereo unspecified)	-3	2	10	-6	2.1	2	6	6
CCOc1ccc(-c2[nH]ncc2-c2ccc(OC)c(OC)c2)c(O)c1	-4	49	19	0	.	2	-68	.
CC1(C(=O)NS(=O)(=O)c2cccc(Cl)c2)CCN1C(=O)C1(c2ccccc2)CC1 (stereo unspecified)	0	8	37	-6	-2.8	-2	9	5
C[C@@H]1CN([C@H](C)CO)C(=O)Cc2cc(NC(=O)CCN3CCOCC3)ccc2O[C@H]1CN(C)Cc1ccc(C(F)(F)F)cc1	15	-8[16.7 µM]	-1	.	7.4	0	-2	25
CCC1S/C(=N/N=C/c2cccs2)NC1=O (stereo unspecified)	-2	-4	.	.	.	-4	2	6
Cc1cc(OCC(=O)NNC(=O)c2cccs2)ccc1Br	5	-22	6	3	0.3	-4	1	-3
COC(=O)c1c(-c2ccc(S(C)(=O)=O)cc2)sc2ccc(OC)cc12	-5	-2	10	7	-0.1	3	5	-14
CCOC(=O)C(Cc1c(F)cccc1F)(NC(C)=O)C(=O)OCC	-1	10	.	0	.	-2	4	2
COc1ccc(S(=O)(=O)N(C)C[C@@H]2Oc3ncc(-c4ccccc4)cc3C(=O)N([C@H](C)CO)C[C@@H]2C)cc1	.	3[16.7 µM]	9	-16	-1.6	.	?	8
CC(=O)N(C)C[C@H]1Oc2cc(C#CCC(C)C)ccc2S(=O)(=O)N([C@H](C)CO)C[C@H]1C	-5	-18[16.7 µM]	8	-3	-0.7	1	-2	-2
CC1CN(C(C)C)C(=S)N(c2ccccc2)C1=O (stereo unspecified)	2	4	.	2	0.7	4	-5	10
CCC(=O)N1CC[C@H]2[C@@H]1c1cc(-c3ccc(F)cc3)ccc1N(C)[C@H]2CO	8	2[16.7 µM]	-1	2	-2.1	1	2	-19
CN1C(=O)c2cc(NC(=O)c3cnccn3)ccc2OC[C@H]2O[C@H](CC(=O)NC3CCC3)CC[C@@H]21	66	32[16.7 µM]	-1	19	-3.9	0	2	-15
Cc1cc(C)cc(N/C(N)=N/c2nc(C)cc(C)n2)c1	1	5	-2	3	4.1	4	1	.
CO[C@@H]1CN(C)C(=O)c2ccc(NS(=O)(=O)c3cn(C)cn3)cc2OC[C@@H](C)N(Cc2ccc(C(F)(F)F)cc2)C[C@H]1C	0	.	-12	.	-0.5	1	-4	10
CCOc1ccc(OCC)c(NC(=O)CN(c2ccc(OC)cc2)S(=O)(=O)c2c(C)noc2C)c1	24	-2	-2	1	-1.7	1	-1	-18
Cc1nc2nc(SCC(=O)NCCCN3CCCCCC3)nn2c(C)c1Cc1ccccc1	0	-1	-15	3	3.7	0	.	1
N#CCCN(C(=O)COC(=O)CNC(=O)C12CC3CC(CC(C3)C1)C2)c1ccccc1	2	-3	-6	-5	-3.1	4	-11	5
Cn1cnc(S(=O)(=O)NCc2cccs2)c1	6	-4	6	.	.	3	1	1
O=C(O)C1C2C=CC(C2)C1C(=O)NCc1ccc(Cl)cc1Cl (stereo unspecified)	3	9	5	4	0.3	4	-8	-44
C[C@H]1CCCCO[C@H](CN(C)Cc2ccncc2)[C@@H](C)CN([C@@H](C)CO)C(=O)c2cc(NC(=O)C3CCCCC3)ccc2O1	3	6[16.7 µM]	2	.	-0.5	-1	8	23
CNc1nc(SCC(=O)Nc2ccc(Cl)c(Cl)c2)nc(N2CCOCC2)n1	-2	2	18	.	1.4	8	3	9
COc1ccccc1N(CC(=O)Nc1cccnc1)S(C)(=O)=O	15	0	.	.	.	-2	3	23

Compounds were not picked by outcome, and some 2.1% of all compounds hit somewhere here.
